AmpC inh detg – qHTS Inhibitors of AmpC Beta-Lactamase (assay with detergent) | P00811 | AmpC hydrolysis of nitrocefin, absorbance 480 nm, 0.01% Triton | Potency, µM (highest dose often 114 µM), inactives show top-dose activity change, negative = inhibition, usual class: inhibitors | 370,000 compounds, 0.041% hits;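 also: potency is read from the fitted curve at half-maximal effect; 0% = no-compound wells and -100% = no-enzyme wells; nearly all actives have a fitted effect of over 25% in size; some results filed as inactive show a strong effect at the top dose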
Target sequence (P00811 whole entry, looked up): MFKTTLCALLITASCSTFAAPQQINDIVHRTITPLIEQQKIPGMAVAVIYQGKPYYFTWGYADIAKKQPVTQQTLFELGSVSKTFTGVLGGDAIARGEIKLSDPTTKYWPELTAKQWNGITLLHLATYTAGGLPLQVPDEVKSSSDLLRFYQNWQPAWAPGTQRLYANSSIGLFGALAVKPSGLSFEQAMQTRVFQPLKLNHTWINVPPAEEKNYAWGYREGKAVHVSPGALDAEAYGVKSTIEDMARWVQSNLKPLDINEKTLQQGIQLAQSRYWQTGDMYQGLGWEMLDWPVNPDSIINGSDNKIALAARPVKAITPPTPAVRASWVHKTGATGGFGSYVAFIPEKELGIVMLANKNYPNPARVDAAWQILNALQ
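20 mM phosphate pH 7.0 + 0.01% (detergent screen) or 0.0001% Triton X-100; 5.3 nM AmpC reagent; cpd preinc 15 min RT; nitrocefin (800 uM stock) to start; A480 q20 s × 4 min; Activity was normalised to no-enzyme and no-compound control wells.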
HCMV inh – qHTS Assay for inhibitors of the human cytomegalovirus (HCMV); HFF cells, HCMV-luciferase reporter, 72 h; hits give low values; activity change, negative = inhibition, % at 57.5 µM; 410,000 compounds, 4.5% hits; in the data active = activity change below about -60%; inconclusive = no clear call, values can overlap the other calls; inactive = above about -39%
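Compounds were evaluated in HFFs infected with an HCMV luciferase reporter virus (MOI 1 PFU/cell). Luciferase in lysates collected 72 h post infection served as the replication measure.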
HCV inh – qHTS Assay for Inhibitors of Hepatitis C Virus (HCV); Potency, µM (top dose mostly 41.8 µM), for inactives: top-dose activity change, negative = inhibition, most hits filed as inhibitors; Huh7.5.1 HCVcc-Cre infection, luciferase reporter, 44 h; 340,000 compounds, 3.4% hits; also: potency is read from the fitted curve at half-maximal effect
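After 44 h co-culture of compound, cells and HCVcc-Cre (~0.5 moi), substrate is added for 15 min at room temperature and luciferase measured over 15 sec. Cells were seeded at 1,000/well and pre-cultured 4 h.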
TbPYK inhibitor – qHTS of Trypanosoma Brucei Inhibitors; pyruvate kinase (Trypanosoma brucei), Q57TT1; TbPYK enzyme, Kinase-Glo Plus ATP luminescence, 45 min; Potency, µM (titrated, usually from 76.8 µM), for the others: top-dose activity, negative = inhibition, hits mostly inhibitors; 410,000 compounds, 0.12% hits; AID 624173, 2012; also: potency is read from the fitted curve at half-maximal effect; nearly all actives have a fitted effect of over 50% in size
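Glycolytic pyruvate kinase of T. brucei was incubated with substrate, test compound and 130 uM ADP for 45 minutes at room temperature. Luminescent Kinase-Glo Plus signal was measured after 10 minutes.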
LmPK inh – qHTS Assay for Inhibitors of Leishmania Mexicana Pyruvate Kinase (LmPK). Q27686. purified LmPK, Kinase-Glo ATP luminescence, 1 h. Potency, µM (top dose mostly 57.5 µM), for the others: at the top dose activity change, negative = inhibition, usual class: inhibitors. 290,000 compounds, 0.37% hits; also: potency is read from the fitted curve at half-maximal effect
Target sequence (Q27686 whole entry, looked up): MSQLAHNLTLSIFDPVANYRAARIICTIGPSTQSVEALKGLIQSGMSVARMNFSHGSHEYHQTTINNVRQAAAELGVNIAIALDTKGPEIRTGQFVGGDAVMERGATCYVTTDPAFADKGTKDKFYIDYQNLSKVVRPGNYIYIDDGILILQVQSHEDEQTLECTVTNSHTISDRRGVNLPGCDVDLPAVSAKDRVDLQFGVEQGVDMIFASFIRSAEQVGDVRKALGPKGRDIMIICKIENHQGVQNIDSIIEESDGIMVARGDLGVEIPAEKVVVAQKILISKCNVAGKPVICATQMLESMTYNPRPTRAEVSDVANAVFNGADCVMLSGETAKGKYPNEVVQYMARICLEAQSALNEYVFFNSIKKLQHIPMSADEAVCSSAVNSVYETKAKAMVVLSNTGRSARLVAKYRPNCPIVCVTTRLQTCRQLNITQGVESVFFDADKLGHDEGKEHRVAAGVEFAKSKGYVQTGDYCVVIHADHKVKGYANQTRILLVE
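Screened at intermediate enzyme activity to detect both inhibitors and activators: LmPK at 0.1 nM, with a 0.5 nM enzyme column as activation reference. PEP 0.5 mM, ADP 0.1 mM; ATP detected by luminescence after 1 h.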
AmpC no deterg – qHTS Inhibitors of AmpC Beta-Lactamase (assay without detergent) | AmpC nitrocefin hydrolysis, absorbance 480 nm, 0.0001% Triton | AID 485341, 2010 | 330,000 compounds, 0.52% hits | Potency, µM (doses to about 57.1 µM), without a hit: at the highest dose activity change, negative = inhibition, most hits filed as inhibitors | P00811;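 also: potency is read from the fitted curve at half-maximal effect; plate controls were no compound for no effect and no enzyme for full effect; nearly all actives have a fitted effect of over 20% in size; some results filed as inactive show a strong effect at the top dose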
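20 mM phosphate pH 7.0 + 0.01% (detergent screen) or 0.0001% Triton X-100; 5.3 nM AmpC reagent; cpd preinc 15 min RT; nitrocefin (800 uM stock) to start; A480 q20 s × 4 min; Activity was normalised to no-enzyme and no-compound control wells.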
AMA1-RON2 inh – qHTS for Inhibitors of AMA1-RON; Towards Development of Antimalarial Drug Lead: Primary Screen | AlphaScreen AMA1-biotinylated RON2 peptide binding | 360,000 compounds, 0.2% hits | Plasmodium falciparum AMA1 (3D7) - RON2 peptide interaction | Potency, µM (doses to about 58.2 µM), for the others: top-dose activity change, negative = inhibition, usual class: inhibitors;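 also: potency is read from the fitted curve at half-maximal effect; 0% = vehicle wells and -100% = peptide control; nearly all actives have a fitted effect of over 45% in size; some results filed as inactive show a strong effect at the top dose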
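AMA1 (3D7) with his tag at 25 nM final met compounds first, then biotinylated RON2 peptide at 25 nM; detection used donor plus acceptor beads, 10 µg/mL apiece, read by AlphaScreen after 30 min at room temperature.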
* = called active by the depositor; ? = inconclusive; . = no result given; [ ] = another dose, or the depositor's remark. Unless noted, calls follow the shape of the dose curve; as a rule, active = well fitted curve in the direction sought with a large enough effect; inconclusive = small, poorly fitted or top-dose-only effect, or another doubt; inactive = no such curve, though single readings can be large; an effect the other way counts as inactive or inconclusive. Unless noted, % is scaled to controls: 0 for no effect and ±100 for the full control effect.

A first look, three compounds:
nr	mol	TbPYK inhibitor	HCV inh	LmPK inh	HCMV inh	AMA1-RON2 inh	AmpC inh detg	AmpC no deterg
1	COc1ccc(NS(=O)(=O)c2c(F)cc(F)c(Cl)c2F)cc1S(=O)(=O)N1CCCCC1	-17%	9%	-1%	-26	4%[11.6 µM]	3%	-19%
2	CCCOc1ccc(C(=O)Nc2nonc2-c2ccc(OCC)cc2)cc1	1%	.	.	10	.	4%	.
3	COc1ccc(-c2nsc3c(SCC(=O)Nc4cc(C)ccc4C)ncnc23)cc1	.	.	-1%	.	.	-15%	-20%

The whole of this part, previewed entries included:
nr	mol	TbPYK inhibitor	HCV inh	LmPK inh	HCMV inh	AMA1-RON2 inh	AmpC inh detg	AmpC no deterg
1	COc1ccc(NS(=O)(=O)c2c(F)cc(F)c(Cl)c2F)cc1S(=O)(=O)N1CCCCC1	-17%	9%	-1%	-26	4%[11.6 µM]	3%	-19%
2	CCCOc1ccc(C(=O)Nc2nonc2-c2ccc(OCC)cc2)cc1	1%	.	.	10	.	4%	.
3	COc1ccc(-c2nsc3c(SCC(=O)Nc4cc(C)ccc4C)ncnc23)cc1	.	.	-1%	.	.	-15%	-20%
4	CCN1CCc2c(sc(NC(=S)NC(=O)c3ccc(Cl)cc3)c2C(N)=O)C1	-10%	-7%	0%	35	53%[activator]	6%	42%
5	COc1ccc(-c2ccc(C(=O)Nc3cccc(F)c3)c3occc23)c(C)c1	8%	.	.	-32	24%	.	.
6	O=C(c1cc(COc2ccc(F)cc2Cl)on1)N1CCN(C2CCCC2)CC1	1%	-5%	1%	18	16%	4%	-7%
7	CC(=O)c1ccc(Nc2cc(C)nc3nc(Cc4ccc(Cl)cc4)nn23)cc1	-3%	.	.	-30	.	3%	.
8	Cc1ccc(OCCC(=O)NNC(=O)c2cc(C)oc2C)cc1	2%	14%	.	8	70%[activator]	-4%	-15%
9	CN(C)S(=O)(=O)N1CCc2ccc(NC(=O)c3ccccc3Cl)cc2C1	2%	?	-1%	52	-9%	-10%	-29%
10	O=C(CSc1nc2ccccc2o1)Nc1ccccc1N1CCCCCC1	-21%	-20%	5%	-28	-5%	-4%	-27%
11	O=C(Nc1ccc(F)cc1F)N1CCc2c(sc3c2CCCC3)C1c1ccc(F)cc1 (stereo not drawn)	-10%	.	.	-26	.	15%	.
12	Cc1ccc(NC(c2ccc(Cl)cc2)c2nnc(-c3cccc(F)c3)o2)cc1C (stereo not drawn)	3%	.	.	-2	.	-1%	.
13	CNC(=O)C[C@H]1C(=O)N(CCc2ccccc2)C[C@@H]1Cc1ccccc1	0%	.	.	1	-4%	.	.
14	CC(=Cc1ccccc1)C(=O)c1ccccc1	1%	.	.	-26	0%	.	.
15	C[C@@H]1CC[C@@]2(NC1)O[C@H]1C[C@H]3[C@@H]4CC=C5C[C@@H](O)CC[C@]5(C)[C@H]4CC[C@]3(C)[C@H]1[C@@H]2C	-3%	-3%	5%	.	1%	0%	-18%
16	C=CCn1c(C)cc(-c2csc(NC(=O)C3=COCCO3)n2)c1C	-12%	-11%	.	7	8%	-8%	-1%
17	O=C(/C=C/c1ccco1)c1ccc(NC(=O)C23CC4CC(CC(C4)C2)C3)cc1	?	-23%	2%	-37	5%[2.32 µM]	0%	18µM*
18	Cc1ccc2c(c1)c1ncn(Cc3ccc(F)cc3)c(=O)c1n2C	-6%	-23%	1%	-4	-3%	-6%	-10%
19	COc1ccc(NC(=O)C(C)Oc2ccc(/C(C)=N\O)cc2)cc1 (stereo not drawn)	0%	-28%	-2%	31	18%	1%	-24%
20	CCN(CC(=O)Nc1ccc2c(c1)OCCO2)C(=O)/C=C/c1ccc(OC)cc1OC	1%	.	3%	29	41%[activator]	6%	21%
21	CCOC(=O)c1c(C)[nH]c(C(=O)Nc2ccc3c(c2)OCO3)c1C	.	.	-23%	.	.	-6%	-22%
22	N#CC(C(=S)Nc1ccccc1)c1nc2ccccc2[nH]1 (stereo not drawn)	-10%	-21%	-1%	-31	89%[activator]	-8%	-43%
23	CCOC(=O)c1c(C)n(S(=O)(=O)c2ccc(C)cc2)c2ccc(O)c(C(=O)O)c12	0%	6%	-13%	-20	-16%	7%	-32%
24	CN(C)c1ccc(C=C2SC(=S)N(Cc3ccco3)C2=O)cc1	-17%	.	.	-30	-9%	.	.
25	COc1ccc(CC(=O)NC(C)c2nnc(SCC(=O)c3ccc(OC)cc3)n2C)cc1 (stereo not drawn)	5%	-27%	-1%	?	14%	-6%	55%
26	COCCNC(=O)c1cnc2sc(N3CCC(C)CC3)nn2c1=O	0%	.	.	11	.	4%	.
27	CCN1CCN(c2ncnc3c2oc2nc(C(C)C)c4c(c23)CCC4)CC1	.	.	-2%	.	.	-18%	-10%
28	Cc1ccc(C(=O)NC2CCCCC2)cc1	3%	6%	-15%	111	-9%	?	-10%
29	N#Cc1cn(Cc2ccccc2)c2ccccc12	1%	?	5%	4	-11%	-5%	-26%
30	COc1ccc(CCNCC(O)COc2ccc(Cl)cc2)cc1OC (stereo not drawn)	0%	?	3%	22	-1%	3%	2%
31	CCOC(=O)C1CCCN(C(=O)c2cc(S(=O)(=O)N3CCCCC3)c[nH]2)C1 (stereo not drawn)	-2%	9%	-3%	-35	7%	4%	-8%
32	Cc1ccc2c(CC(=O)NCC3COc4ccccc4O3)coc2c1 (stereo not drawn)	-2%	3%	5%	8	-7%	?	-5%
33	COCC(=O)Nc1nc2n(n1)C(c1ccccc1Cl)CC(c1ccc(OC)cc1)N2 (stereo not drawn)	1%	18%	6%	-29	17%	9%	70%[activator]
34	Cc1cc(NC(=O)Cc2ccccc2)nc2c1c(=O)oc1ccccc12	-9%	-10%	5%	-3	-3%	?	6.3µM*
35	COC(=O)c1sc(=S)sc1C(=O)OC	-12%	20%	3%	16	-2%	-11%	-13%
36	N#CC1=C(N)Oc2ccc3ccccc3c2C1c1cccnc1 (stereo not drawn)	2%	?	1%	49	-4%	2%	-14%
37	Cc1ccc(/C(O)=C/C(=O)C(=O)NC23CC4CC(CC(C4)C2)C3)cc1	0%	-19%	1%	28	26%	-16%	-59%
38	Cc1[nH]c2ccccc2c1CCNC(=O)c1ccc2c(c1[N+](=O)[O-])C(=O)c1ccccc1C2=O	0%	?	7%	-75*	-10%	0%	-45%
39	O=C1Nc2ccccc2C12OCCS2 (stereo not drawn)	.	.	1%	.	.	-8%	-9%
40	CSCCC(CO)NC(=O)OCc1ccccc1 (stereo not drawn)	4%	13%	1%	-40	3%	1%	-12%
41	CN1CCN(C(c2ccccc2)c2nnnn2C(C)(C)C)CC1 (stereo not drawn)	-6%	.	.	-1	7%	.	.
42	COc1ccc(-c2cccc(NS(=O)(=O)c3cc(C(F)(F)F)ccc3Cl)c2)nn1	-9%	.	.	-2	.	8%	.
43	Nc1ccnn1Cc1cccs1	2%	7%	2%	10	2%	-4%	-21%
44	Nc1nc(N)c2[nH]cnc2n1	-2%	6.3µM*	.	.	14%	.	.
45	C=CCn1nnnc1-c1cccc(Cl)c1	0%	7%	3%	-34	8%	5%	-21%
46	Cc1cc(NC(C)C)n2c(nc3ccccc32)c1C#N	1%	?	7%	2	0%	2%	-7%
47	Cc1ccc(NC(=O)CCS(=O)(=O)c2ccccc2)cc1S(=O)(=O)N1CCOCC1	1%	-5%	0%	3	-4%	-7%	-14%
48	CSc1ccc(Cn2c(C)c(C(=O)NCc3ccc4c(c3)OCCO4)sc2=O)cc1	-2%	.	.	-74*	-15%	.	.
49	CCC(CO)Oc1cc(NCc2ccc(C(C)(C)C)cc2)c2ncn(C(C)C)c2c1 (stereo not drawn)	2%	7.9µM*	.	18	-29%	.	102%[activator]
50	Cc1cc(C)n2c(SCc3nnc(-c4cccs4)o3)nnc2n1	0%	-2%	3%	.	-6%	0%	-10%

Next part:
nr	mol	TbPYK inhibitor	HCV inh	LmPK inh	HCMV inh	AMA1-RON2 inh	AmpC inh detg	AmpC no deterg
51	COCCNC(=O)C1(C)CCCN(C(=O)c2c(-c3ccccc3)noc2C)C1 (stereo not drawn)	-1%	.	.	-5	9%	.	.
52	CC12CCC(=O)N1C(C(=O)Nc1ccccc1N1CCOCC1)CS2 (stereo not drawn)	1%	-5%	5%	2	-1%	-6%	11%
53	Cc1ccc2c(=O)cc(C(=O)Nc3sc4c(c3C(=O)NCc3cccnc3)CCCC4)oc2c1C	4%	.	.	16	.	13%	.
54	CC(=O)c1cccc(Nc2ccc3cc(S(=O)(=O)N4CCCC4)ccc3n2)c1	-2%	.	.	-20	.	-9%	.
55	CC(C)(c1ccc(O)cc1)c1ccc(O)cc1	-3%	-9%	0%	-4	12%	-13%	-29%
56	Cc1oc(-c2ccccc2F)nc1CS(=O)(=O)CC(=O)NCc1ccccc1Cl	3%	-7%	6%	-3	-5%	-10%	-12%
57	COc1nc(NC23CC4CC(CC(C4)C2)C3)nc(OC)n1	-1%	-7%	4%	-11	-3%	1%	0%
58	O=C(NC(=O)c1ccc(C(F)(F)F)cc1)Nc1ccc(-c2cnco2)cc1	0%	0%	4%	1	19%	8%	-13%
59	COc1ccc(S(=O)(=O)N2CCC(C(=O)NCCC(=O)Nc3nccs3)CC2)cc1	0%	3%	-3%	-36	-9%	-12%	2%
60	Cn1nc(-c2ccccc2)c2ncc(C(F)(F)F)cc21	6%	?	-8%	.	9%	2%	-13%
61	c1ccc2c(c1)oc1c(N3CCOCC3)ncnc12	0%	-14%	-1%	11	-2%	-12%	-12%
62	COc1ccc(N2CCN(C(=O)C(OC(C)=O)c3ccccc3)CC2)cc1 (stereo not drawn)	2%	14%	0%	-14	-12%	-6%	12%
63	Cc1ccc[n+](Cc2ccc([N+](=O)[O-])cc2)c1	4%	9%	1%	-8	3%	-1%	-7%
64	CCc1cc2c(=O)c(-c3nc4ccccc4n3C)c(CCCC(=O)O)oc2cc1OC(=O)C(C)(C)C	-2%	11%	1%	?	79%[activator]	4%	1%
65	COc1ccccc1NC(=O)c1cc2c(n(-c3ccc(C)cc3)c1=O)CC(C)(C)CC2=O	-2%	.	.	20	.	-1%	.
66	CC(C)[C@H](NC(=O)NCCc1ccc(Cl)cc1)C(=O)O	2%	11%	7%	9	3%	-8%	-15%
67	O=C(Nc1ccc(NC(=O)c2cc([N+](=O)[O-])ccc2N2CCOCC2)cc1)c1cccs1	6%	?	0%	0	0%	?	-29%

Compound activity from PubChem.
